High-throughput results deposited in PubChem by several laboratories.
Lung fibro prol – blocks proliferation of human lung fibroblasts | LL 47 human lung fibroblast viability, ATP luminescence; active compounds read low | viability, % at 10 µM | AID 719 | 1.1% of 85,000 active;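 active means viability at or below 50% in the single dose screen; inactive means viability above 50%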;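 further: compound exposure lasted 72 h before the ATP readout; 100% = median luminescence of untreated cell-only wells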
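Test system: LL 47 human lung fibroblasts; Quantity: 1,150 cells/well; Buffer or medium: IMEM plus 15% FBS; Dosing: tenfold compound dosing solution, DMSO at 0.1%; Timing: overnight cell rest, 72 h compound treatment at 37 °C; Detection: ATP-based CellTiter-Glo luminescent readout; Read-out basis: viability percentage against median untreated-cell control; Controls: cell-only wells, no compound.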
H69AR growth 86K – blocks growth of human H69AR lung tumor cells; H69AR lung tumor viability, ATP luminescence, 72 h; active compounds read low; viability, % at 10 µM; 6% of 85,000 active; AID 598;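 active means viability at or below 40%; inactive means viability above 40%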;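 further: multidrug resistant small cell line overexpressing MRP-1 efflux transporter; 100% = mean luminescence of untreated control wells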
cytoskel mod – alters cytoskeleton assembly in HUVEC cells; 0.18% of 91,000 active; HUVEC TNFa F-actin phalloidin imaging, high content; AID 836; inhibition, % at 2 µM;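 active means inhibition above the batch mean plus 3 SD and confirmed as a hit by visual image inspection, cut at about 30% in these data, passing the limit was not always enough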; further: strong numbers were not always called active
HUVEC inhibit – blocks proliferation of human endothelial cells; viability, % at 10 µM (by protocol); 1.1% of 86,000 active; AID 648; HUVEC proliferation, CellTiter-Glo luminescence, 72 h; active compounds read low;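 active means viability at or below 30%; inactive means viability above 30%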;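 further: 100% = median luminescence of DMSO-only cell control wells on each plate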
VCAM1 TNFa inh – reduces TNF alpha induced VCAM1 expression in HUVEC. 0.48% of 95,000 active. HUVEC TNFa-induced VCAM-1 immunofluorescence, high-content imaging. inhibition, % at 2 µM;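 active means inhibition above the batch mean plus 3 SD, with images confirmed as a hit by eye, cut at about 37% in these data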;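 further: 0% = TNF-stimulated DMSO wells and 100% = unstimulated control wells; not every result past the cut was called active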
TNFa cytotox – toxic to HUVEC cells under TNF alpha stimulation. HUVEC TNFalpha-stimulated, Hoechst cell count, imaging. cell count reduction, % at 2 µM. 0.17% of 93,000 active. AID 848;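 active means cell count reduction exceeding the screen mean by over 5 SD, scaled to untreated wells per plate, cut at about 78% in these data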;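 further: cells counted after 24 h of TNF alpha exposure following the 1 h pretreatment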
PTK2B oligo ant – Pyk2 (human) oligomerization antagonism. Q293 cells, Pyk2 FERM NanoBiT luminescence; active compounds read low. z-score (the deposit names both 25 µM and 10 µM). 0.83% of 99,000 active. AID 1347419;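 active means Z-score of -3 or lower, scaled per plate to the spread of control and sample wells; inactive means z-score above -3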;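 further: negative z-score means lost luminescence so less FERM oligomerization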
Target sequence (Q14289 whole entry, looked up): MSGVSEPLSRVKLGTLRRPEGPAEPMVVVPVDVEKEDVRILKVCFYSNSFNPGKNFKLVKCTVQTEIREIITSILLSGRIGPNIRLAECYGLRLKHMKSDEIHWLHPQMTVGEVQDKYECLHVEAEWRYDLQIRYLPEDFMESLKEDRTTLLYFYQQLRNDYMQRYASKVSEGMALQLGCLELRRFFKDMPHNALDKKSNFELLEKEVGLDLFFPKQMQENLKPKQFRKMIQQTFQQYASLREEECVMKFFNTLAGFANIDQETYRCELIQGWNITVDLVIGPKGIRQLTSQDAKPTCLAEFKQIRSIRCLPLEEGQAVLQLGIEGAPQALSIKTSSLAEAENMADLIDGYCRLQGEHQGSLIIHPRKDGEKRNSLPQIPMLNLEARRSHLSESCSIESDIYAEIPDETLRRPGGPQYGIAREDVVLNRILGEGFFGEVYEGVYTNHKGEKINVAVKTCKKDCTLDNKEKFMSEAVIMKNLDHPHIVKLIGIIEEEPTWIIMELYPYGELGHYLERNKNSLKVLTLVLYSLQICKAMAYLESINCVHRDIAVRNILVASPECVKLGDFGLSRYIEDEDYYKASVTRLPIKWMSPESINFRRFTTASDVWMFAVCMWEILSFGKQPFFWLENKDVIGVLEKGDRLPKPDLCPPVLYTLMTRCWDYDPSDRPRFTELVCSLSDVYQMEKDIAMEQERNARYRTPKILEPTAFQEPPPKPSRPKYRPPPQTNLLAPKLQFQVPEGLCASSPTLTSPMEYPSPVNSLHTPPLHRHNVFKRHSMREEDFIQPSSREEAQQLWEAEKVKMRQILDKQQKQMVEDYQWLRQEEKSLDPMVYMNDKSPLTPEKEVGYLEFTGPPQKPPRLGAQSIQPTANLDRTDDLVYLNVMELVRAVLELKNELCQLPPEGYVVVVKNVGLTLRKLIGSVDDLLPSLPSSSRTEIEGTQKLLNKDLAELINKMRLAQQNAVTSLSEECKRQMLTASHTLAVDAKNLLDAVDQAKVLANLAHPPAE
HUVEC tox IL1B – HUVEC cytotoxicity counter-screen, IL-1B stimulated. HUVEC cell count loss, Hoechst imaging. AID 845. cell count reduction, % at 2 µM. 0.41% of 94,000 active;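 active means cell count reduction more than 3 SD above the screen-wide mean, cut at about 70% in these data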;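 further: normalized per plate to untreated control cells as the no-loss baseline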
Smad3 inh – blocks human Smad3 binding to FoxH1 peptide; TR-FRET Smad3/Dy647-FoxH1 peptide binding, europium anti-His; P84022; 0.29% of 88,000 active; inhibition, % at 25 µM;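 active means compounds that reduce the energy-transfer binding signal between the protein and its labelled peptide by more than half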;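 further: 0% = Smad3 plus labelled peptide maximal FRET and 100% = peptide-only background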
* = called active by the depositor; [ ] = another dose, or the depositor's remark. Some of the compounds tested; the hit share may differ from the screen's.

`COc1ccc(N2CCN(C(=O)CSc3nnc(CNc4ccccc4)o3)CC2)cc1` gave cytoskel mod -7, VCAM1 TNFa inh 13, TNFa cytotox 16, PTK2B oligo ant 0.96 and HUVEC tox IL1B 22.
`COc1ccc(-n2cnnc2SCC(=O)N2CCN(S(=O)(=O)c3ccccc3)CC2)cc1` gave cytoskel mod -3, VCAM1 TNFa inh 14, TNFa cytotox -15, PTK2B oligo ant 0.89 and HUVEC tox IL1B -21.
Screening CCSc1nc(N)c(C#N)c(-c2ccco2)c1C#N returned Lung fibro prol 84, H69AR growth 86K 32*, cytoskel mod -8, HUVEC inhibit 80, VCAM1 TNFa inh -1, TNFa cytotox -28, PTK2B oligo ant -0.03, HUVEC tox IL1B 30 and Smad3 inh 4.
Screening CC(C)(C)C(=O)Nc1nnc(Cc2ccccc2)s1 returned Lung fibro prol 98, H69AR growth 86K 103, cytoskel mod 9, HUVEC inhibit 100, VCAM1 TNFa inh -9, TNFa cytotox -39, PTK2B oligo ant 0.51, HUVEC tox IL1B -26 and Smad3 inh -5.
`CC(C)N(C(=O)Cn1c(SCC(=O)NCc2ccc3c(c2)OCO3)nc2ccccc21)C(C)C` gave Lung fibro prol 91, H69AR growth 86K 65, cytoskel mod -2, HUVEC inhibit 96, VCAM1 TNFa inh 15, TNFa cytotox 1, PTK2B oligo ant -0.49, HUVEC tox IL1B -12 and Smad3 inh 4.
Screening O=C(c1ccc(S(=O)(=O)N2CCCCC2)cc1)N1CCN(Cc2ccc3c(c2)OCO3)CC1 returned Lung fibro prol 87, H69AR growth 86K 65, cytoskel mod 3, HUVEC inhibit 89, VCAM1 TNFa inh -20, TNFa cytotox 9, PTK2B oligo ant 0.94, HUVEC tox IL1B -3 and Smad3 inh -3.
`CCC(=O)N(Cc1ccc2c(c1)OCO2)Cc1cc2cc(OC)ccc2[nH]c1=O` gave Lung fibro prol 101, H69AR growth 86K 71, cytoskel mod 0, HUVEC inhibit 91, VCAM1 TNFa inh 10, TNFa cytotox -12, PTK2B oligo ant 0.13, HUVEC tox IL1B -30 and Smad3 inh 1.
`Cc1cc(OCC(F)(F)C(F)(F)C(F)(F)C(F)F)nc(N)n1` gave Lung fibro prol 100, H69AR growth 86K 94, cytoskel mod 46, HUVEC inhibit 101, VCAM1 TNFa inh -14, TNFa cytotox -6, PTK2B oligo ant 0.69, HUVEC tox IL1B -11 and Smad3 inh -9.
`CCOC(=O)c1cnc2c(-c3ccc(Cl)cc3)c(C)nn2c1N` gave Lung fibro prol 90, H69AR growth 86K 67, cytoskel mod 8, HUVEC inhibit 80, VCAM1 TNFa inh 8, TNFa cytotox 2, PTK2B oligo ant 0.41, HUVEC tox IL1B 26 and Smad3 inh 14.
`COc1ccc(C2C(C(=O)O)CC(=O)N2c2ccc(OC)cc2)cc1` (stereo not drawn) gave Lung fibro prol 102, H69AR growth 86K 92, cytoskel mod 6, HUVEC inhibit 99, VCAM1 TNFa inh 23, TNFa cytotox -25, PTK2B oligo ant -0.77, HUVEC tox IL1B 13 and Smad3 inh 6.
For COCCN1Cc2cccc(C(=O)Nc3cc(OC)ccc3OC)c2C1=O the results were Lung fibro prol 100, H69AR growth 86K 75, HUVEC inhibit 83, PTK2B oligo ant 1.1 and Smad3 inh 4[fluorescence artefact?].
Cc1cccc(OCC(=O)Nc2cccc(O)c2)c1 was read as Lung fibro prol 101, H69AR growth 86K 96, cytoskel mod 2, HUVEC inhibit 92, VCAM1 TNFa inh -6, TNFa cytotox -10, PTK2B oligo ant -0.14, HUVEC tox IL1B -2 and Smad3 inh -2.

Part of the list above in order of number of heavy atoms, falling.
Screening O=C(c1ccc(S(=O)(=O)N2CCCCC2)cc1)N1CCN(Cc2ccc3c(c2)OCO3)CC1 returned Lung fibro prol 87, H69AR growth 86K 65, cytoskel mod 3, HUVEC inhibit 89, VCAM1 TNFa inh -20, TNFa cytotox 9, PTK2B oligo ant 0.94, HUVEC tox IL1B -3 and Smad3 inh -3.
`COc1ccc(C2C(C(=O)O)CC(=O)N2c2ccc(OC)cc2)cc1` (stereo not drawn) gave Lung fibro prol 102, H69AR growth 86K 92, cytoskel mod 6, HUVEC inhibit 99, VCAM1 TNFa inh 23, TNFa cytotox -25, PTK2B oligo ant -0.77, HUVEC tox IL1B 13 and Smad3 inh 6.
Screening CC(C)(C)C(=O)Nc1nnc(Cc2ccccc2)s1 returned Lung fibro prol 98, H69AR growth 86K 103, cytoskel mod 9, HUVEC inhibit 100, VCAM1 TNFa inh -9, TNFa cytotox -39, PTK2B oligo ant 0.51, HUVEC tox IL1B -26 and Smad3 inh -5.

Next section
Screening CC(C)C(=O)OCC(=O)Nc1ccc2c(c1)CCC2 returned cytoskel mod -10, VCAM1 TNFa inh 25, TNFa cytotox 21, PTK2B oligo ant 0.73 and HUVEC tox IL1B 10.
Screening FC(F)(F)c1cccc(-n2cccc2/C=N/n2cnnc2)c1 returned Lung fibro prol 96, H69AR growth 86K 93, cytoskel mod -8, HUVEC inhibit 100, VCAM1 TNFa inh 4, TNFa cytotox -48, PTK2B oligo ant 0.62, HUVEC tox IL1B -14 and Smad3 inh 14.
For COC(=O)C(Nc1ccccc1Cl)(c1cc(C)c(O)c(C)c1)C(F)(F)F (stereo not drawn) the results were cytoskel mod -21, VCAM1 TNFa inh 19, TNFa cytotox 3, PTK2B oligo ant -1.8 and HUVEC tox IL1B -1.
Oc1ccccc1C1=Nc2ccccc2N=C(c2cccs2)C1 was read as cytoskel mod -7, VCAM1 TNFa inh -4, TNFa cytotox -1, PTK2B oligo ant -1.1 and HUVEC tox IL1B 2.
CC(C)CC(c1nnnn1C1CCCCC1)N1CCN(c2ncccn2)CC1 (stereo not drawn) was read as Lung fibro prol 95, H69AR growth 86K 93, cytoskel mod 14, HUVEC inhibit 107, VCAM1 TNFa inh 13, TNFa cytotox -17, PTK2B oligo ant -0.45, HUVEC tox IL1B -71 and Smad3 inh -9.
Screening O=C(Cn1c(C(F)(F)F)nc2ccccc21)NCCN1CCCC1 returned Lung fibro prol 104, H69AR growth 86K 93, cytoskel mod 57, HUVEC inhibit 94, VCAM1 TNFa inh 0, TNFa cytotox -24, PTK2B oligo ant -0.99, HUVEC tox IL1B -22 and Smad3 inh 9.
Screening O=S(=O)(c1cccc2nsnc12)N1CCN(C/C=C\c2ccccc2)CC1 returned Lung fibro prol 106, H69AR growth 86K 81, cytoskel mod 15, HUVEC inhibit 113, VCAM1 TNFa inh 4, TNFa cytotox 9, PTK2B oligo ant -0.84, HUVEC tox IL1B -19 and Smad3 inh 0.
Screening Cc1cc(NC(=O)CSc2nc3c([nH]c4ccccc43)c(=O)n2-c2cccc(C(F)(F)F)c2)no1 returned Lung fibro prol 84, H69AR growth 86K 42, cytoskel mod -5, HUVEC inhibit 52, VCAM1 TNFa inh -2, TNFa cytotox 0, PTK2B oligo ant -2.9, HUVEC tox IL1B 31 and Smad3 inh 12[fluorescence artefact?].
COc1ccc(-c2c(C)nn3c(N4CCN(Cc5ccccc5)CC4)cc(C)nc23)cc1OC was read as Lung fibro prol 82, H69AR growth 86K 17*, cytoskel mod -14, HUVEC inhibit 66, VCAM1 TNFa inh -8, TNFa cytotox -19, HUVEC tox IL1B 2 and Smad3 inh -13.
For COc1ccc(S(=O)(=O)N[C@H](C(=O)N2CC[C@@]3(O)CCCC[C@H]3C2)c2ccccc2)cc1 the results were Lung fibro prol 93, H69AR growth 86K 73, cytoskel mod 4, HUVEC inhibit 98, VCAM1 TNFa inh 9, TNFa cytotox -18, PTK2B oligo ant -0.53, HUVEC tox IL1B -68 and Smad3 inh 11.
O=C(c1ccccc1)c1nc2ccccc2n(CCCn2c(=O)c(C(=O)c3ccccc3)nc3ccccc32)c1=O was read as Lung fibro prol 96, H69AR growth 86K 77, cytoskel mod 9, HUVEC inhibit 79, VCAM1 TNFa inh -1, TNFa cytotox 1, PTK2B oligo ant -0.69, HUVEC tox IL1B 12 and Smad3 inh -8.
Screening Cc1cc(C)c(S(=O)(=O)c2ccccc2)c(OC(=O)c2cc(F)c(F)cc2Cl)n1 returned Lung fibro prol 91, H69AR growth 86K 87, cytoskel mod 6, HUVEC inhibit 68, VCAM1 TNFa inh 15, TNFa cytotox -32, PTK2B oligo ant 0.58 and Smad3 inh 1.

Overlap with the part before: 2 compounds; new compounds follow.
O=C(c1ccccc1)c1nc2ccccc2n(CCCn2c(=O)c(C(=O)c3ccccc3)nc3ccccc32)c1=O was read as Lung fibro prol 96, H69AR growth 86K 77, cytoskel mod 9, HUVEC inhibit 79, VCAM1 TNFa inh -1, TNFa cytotox 1, PTK2B oligo ant -0.69, HUVEC tox IL1B 12 and Smad3 inh -8.
Screening Cc1cc(C)c(S(=O)(=O)c2ccccc2)c(OC(=O)c2cc(F)c(F)cc2Cl)n1 returned Lung fibro prol 91, H69AR growth 86K 87, cytoskel mod 6, HUVEC inhibit 68, VCAM1 TNFa inh 15, TNFa cytotox -32, PTK2B oligo ant 0.58 and Smad3 inh 1.
For Fc1ccc(NCc2nnc(SCc3nnc(-c4ccccc4)o3)n2Cc2ccccc2)cc1 the results were Lung fibro prol 85, H69AR growth 86K 75, cytoskel mod 3, HUVEC inhibit 92, VCAM1 TNFa inh 10, TNFa cytotox -32, PTK2B oligo ant 0.45, HUVEC tox IL1B -2 and Smad3 inh -13.
`Cc1ccc(C2(CC(=O)O)CCOC(C)(C)C2)cc1` (stereo not drawn) gave Lung fibro prol 93, H69AR growth 86K 92, cytoskel mod 2, HUVEC inhibit 95, VCAM1 TNFa inh -15, TNFa cytotox 3, PTK2B oligo ant 0.36, HUVEC tox IL1B 10 and Smad3 inh 1.
For COCc1[nH]nc2c1C(c1cccc(OC)c1)C(C#N)=C(N)O2 (stereo not drawn) the results were Lung fibro prol 100, H69AR growth 86K 83, HUVEC inhibit 86, PTK2B oligo ant -0.23 and Smad3 inh -9.
For CC(=O)Nc1ccc(S(=O)(=O)Nc2ccc(NC(=O)c3ccco3)cc2)cc1 the results were Lung fibro prol 112, H69AR growth 86K 89, cytoskel mod -28, HUVEC inhibit 106, VCAM1 TNFa inh -7, TNFa cytotox 28, PTK2B oligo ant -0.05, HUVEC tox IL1B 11 and Smad3 inh 5.
For CC(CC(=O)NCc1ccccc1)C1CCCO1 (stereo not drawn) the results were Lung fibro prol 91, H69AR growth 86K 93, cytoskel mod -4, HUVEC inhibit 97, VCAM1 TNFa inh 8, TNFa cytotox -3, PTK2B oligo ant -0.1, HUVEC tox IL1B -6 and Smad3 inh 7.
`CCOC(=O)C1=C(N)OC2=C(C(=O)CCC2)C1c1ccccc1OCC` (stereo not drawn) gave Lung fibro prol 103, H69AR growth 86K 99, cytoskel mod 20, HUVEC inhibit 109, VCAM1 TNFa inh -6, TNFa cytotox -17, PTK2B oligo ant -0.37, HUVEC tox IL1B -3 and Smad3 inh -18.
For O=C1C(C=Nc2ccccc2)=C(O)c2ccccc21 the results were Lung fibro prol 102, H69AR growth 86K 63, cytoskel mod 5, HUVEC inhibit 80, VCAM1 TNFa inh -16, TNFa cytotox 0, PTK2B oligo ant -1.3, HUVEC tox IL1B -11 and Smad3 inh 0.
Screening CCC1(c2ccccc2)NC(=O)N(CC(=O)Nc2ccc3c(c2)OCO3)C1=O (stereo not drawn) returned Lung fibro prol 92, H69AR growth 86K 88, cytoskel mod 7, HUVEC inhibit 96, VCAM1 TNFa inh 2, TNFa cytotox -9, PTK2B oligo ant 1.5, HUVEC tox IL1B 9 and Smad3 inh -4.
For COc1ccc(N2CCN(CCCNC(=O)C3(S(=O)(=O)c4ccc(Cl)cc4)CC3)CC2)cc1 the results were Lung fibro prol 90, H69AR growth 86K 81, HUVEC inhibit 80, PTK2B oligo ant 1.2 and Smad3 inh 3.
